KCNH2 WT inh – qHTS for Inhibitors of KCHN2 3.1: Wildtype qHTS; Voltage-gated inwardly rectifying potassium channel KCNH2 (Homo sapiens), Q12809; U2OS, BacMam KCNH2, thallium flux FluxOr; active compounds read low; activity change, % at 1.84 µM; 340,000 tested, 0.37% active; AID 720551, 2013;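 active = maximum activity change below -70%; inconclusive = maximum activity change between -70% and -50%; inactive = maximum activity change above -50%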
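U2OS cells transduced with wild-type KCNH2 virus are loaded with FluxOr dye for 45 min, and thallium flux is measured in kinetic reads before and after stimulation buffer. Rate constants are normalized to DMSO controls.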
Giardia killer – Small Molecules that selectively kill Giardia lamblia: qHTS. activity change, % at 7.66 µM, hits read low. Giardia lamblia trophozoite viability. 340,000 tested, 0.15% active. AID 540267, 2011; in the data active = activity change below about -80%; inconclusive = between about -30% and that limit;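 also: parasites exposed to compound for two days anaerobically before the ATP read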
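ATP-content bioluminescence gauges trophozoite survival. Cells (100/well) receive compound and incubate anaerobically for 48 hrs at 37 deg C; detection reagent follows for 15-30 min at room temperature.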
B2AR arrestin – qHTS assay of beta-arrestin-biased ligands of beta2-adrenergic receptor; Beta-2 adrenergic receptor (Homo sapiens), P07550; AID 492947, 2010; Potency, µM (titrated, usually from 46.1 µM), for the others: at the highest dose activation, actives largely listed as activators; 330,000 tested, 0.02% active; beta-arrestin recruitment to beta2AR, cell-based reporter;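 also: potency is read from the fitted curve at half-maximal effect; 0% = DMSO controls and full agonism = EC100 isoproterenol or metaproterenol; nearly all actives have a fitted effect of over 65% in size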
Chronic BCR inh – qHTS Assay to Find Inhibitors of Chronic Active B-Cell Receptor Signaling | ABC-DLBCL IkBa-CBG/CBR reporter, luminescence ratio, 4 h | Potency, µM (doses to about 46.1 µM), for the others: top-dose ratio change, negative = lower green/red ratio, most hits filed as inhibitors | 340,000 tested, 0.05% active | AID 493014, 2011; active = well fitted inhibition curve with a large enough effect in the signal ratio, with a control signal flat, not every such curve was filed as active; inconclusive = small, poorly fitted or top-dose-only effect, or effect the other way, or a change in a side signal; the % refers to the signal ratio;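 also: potency is read from the fitted curve at half-maximal effect; plate controls were basal doxycycline-induced cells for no effect and cells given 10 µM MG132 for full effect; MG132 reads +100%, hits lower the ratio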
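TMD8 ABC-DLBCL cells carrying doxycycline-inducible green luciferase fused to IkappaBalpha plus unfused red luciferase were exposed to compounds (up to 46 uM) for 4 hrs at 37C. Activity came from the overlap-corrected green/red luminescence ratio.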
uPA surface inh – qHTS for Inhibitors of Cell Surface uPA Generation; AID 540303, 2011; 330,000 tested, 0.31% active; cell surface uPA generation assay, qHTS; Potency, µM (titrated, usually from 38.3 µM), for inactives: at the highest dose activity change, negative = inhibition, most hits filed as inhibitors; active = well fitted inhibition curve with a large enough effect; inconclusive = small, poorly fitted or top-dose-only effect; inactive = no such curve, though single readings can be large or run the other way; tested in mouse RAW 264.7 cells; also: potency is read from the fitted curve at half-maximal effect; nearly all actives have a fitted effect of over 55% in size
KCNH2 3.1 block – qHTS for Inhibitors of KCHN2 3.1: Mutant qHTS | Potassium voltage-gated channel subfamily H member 2, brain isoform KCNH2 3.1 (human) | U2OS KCNH2 3.1, thallium flux FluxOr; active compounds read low | activity change, % (tested at about 1.8 µM) | 340,000 tested, 0.95% active;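 active = maximum activity change below -70%; inconclusive = maximum activity change from -70% to -50%; inactive = maximum activity change above -50%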;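 also: thallium influx rate constant from kinetic fluorescence after stimulation buffer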
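FluxOr-based Tl+ influx in U2OS cells transduced with KCNH2 3.1 virus; rate constants normalized to DMSO controls.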
FBPA coupling cs – qHTS Assay for Inhibitors of Fructose-1,6-bisphosphate Aldolase from Giardia Lamblia: Coupling assay counterscreen; 290,000 tested, 0.67% active; activity change, negative = inhibition, % at 58.2 µM, hits read low; coupling enzyme system counterscreen, AmpLite Red fluorescence; in the data active = activity change below about -30%
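Counterscreen of the coupled detection system alone, without aldolase: glyceraldehyde-3-phosphate coupling enzymes plus AmpLite Red readout. Compounds at 57.5 uM final, 10 min RT preincubation, 20 min RT reaction, fluorescence 525/598 nm.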
GALK inh – qHTS Assay for Inhibitors of Human Galactokinase (GALK); P51570; Purified GALK, Kinase-Glo residual ATP luminescence; Potency, µM (titrated, usually from 57.5 µM), for the others: top-dose activity change, negative = inhibition, usual class: inhibitors; 270,000 tested, 0.007% active; also: potency is read from the fitted curve at half-maximal effect
Target sequence (P51570 whole entry, looked up): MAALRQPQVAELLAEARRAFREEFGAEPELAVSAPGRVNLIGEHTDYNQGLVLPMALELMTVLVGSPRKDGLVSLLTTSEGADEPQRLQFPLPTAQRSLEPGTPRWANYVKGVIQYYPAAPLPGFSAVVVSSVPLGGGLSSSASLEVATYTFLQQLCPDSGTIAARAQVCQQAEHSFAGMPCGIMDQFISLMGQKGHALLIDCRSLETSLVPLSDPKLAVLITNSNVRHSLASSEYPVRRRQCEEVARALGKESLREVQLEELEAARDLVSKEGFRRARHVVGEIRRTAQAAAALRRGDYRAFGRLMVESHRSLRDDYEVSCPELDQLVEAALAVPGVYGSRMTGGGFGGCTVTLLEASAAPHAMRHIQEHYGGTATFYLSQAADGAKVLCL
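Kinase-Glo Plus luminescence measured ATP left after a 1 h room-temperature reaction. The reaction used 5 nM GALK, 100 uM galactose and 35 uM ATP at pH 8.0 (20 mM HEPES, 5 mM MgCl2, 60 mM NaCl, 1 mM DTT, 0.01% BSA).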
USP2a block – qHTS Assay for Inhibitors of Ubiquitin-specific Protease USP2a Using CHOP2 as the Reporter | Ubiquitin carboxyl-terminal hydrolase 2 (Homo sapiens), O75604 | 330,000 tested, 0.01% active | Potency, µM (doses to about 38.3 µM), inactives show at the highest dose activity change, negative = inhibition, hits mostly inhibitors | USP2 core, Ub-CHOP2 coupled fluorogenic reporter, 485/531 | AID 463254, 2010;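 also: potency is read from the fitted curve at half-maximal effect; plate controls were DMSO wells for no effect and full inhibition by NEM control for full effect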
Target sequence (O75604 whole entry, looked up): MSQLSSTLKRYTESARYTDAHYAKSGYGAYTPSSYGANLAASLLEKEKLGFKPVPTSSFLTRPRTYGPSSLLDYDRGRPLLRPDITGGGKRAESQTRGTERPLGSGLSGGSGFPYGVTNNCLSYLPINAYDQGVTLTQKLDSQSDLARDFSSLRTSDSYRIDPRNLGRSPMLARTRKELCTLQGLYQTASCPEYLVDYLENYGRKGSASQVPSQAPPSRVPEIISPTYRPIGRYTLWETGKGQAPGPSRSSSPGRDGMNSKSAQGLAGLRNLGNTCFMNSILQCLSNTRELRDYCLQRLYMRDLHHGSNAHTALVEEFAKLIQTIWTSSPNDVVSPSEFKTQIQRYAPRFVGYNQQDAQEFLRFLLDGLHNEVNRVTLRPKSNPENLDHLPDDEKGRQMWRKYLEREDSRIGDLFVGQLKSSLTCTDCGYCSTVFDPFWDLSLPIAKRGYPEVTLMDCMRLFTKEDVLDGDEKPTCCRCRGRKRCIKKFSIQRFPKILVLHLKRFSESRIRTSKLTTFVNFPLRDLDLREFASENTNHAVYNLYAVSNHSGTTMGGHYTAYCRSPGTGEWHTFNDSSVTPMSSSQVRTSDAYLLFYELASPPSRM
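Cell-free coupled assay: 10nM USP2 core preincubated 30min RT with compound in Tris-HCl pH 8.0/CaCl2/CHAPS buffer, then 25nM Ub-CHOP2 and 25nM reporter substrate; fluorescence (Ex 485/Em 531) read after 60min RT, normalized to NEM inhibition, concentration-response curves fitted.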
PKM2 act – qHTS Assay for Activators of Human Muscle isoform 2 Pyruvate Kinase. purified PKM2, Kinase-Glo ATP luminescence, activation; response scale: 0% is enzyme alone, no compound. Pyruvate kinase PKM (Homo sapiens), P14618. 260,000 tested, 0.34% active. Potency, µM (series often up to 57.5 µM), without a hit: top-dose activation, actives largely listed as activators; also: potency is read from the fitted curve at half-maximal effect; nearly all actives have a fitted effect of over 55% in size
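Kinase-Glo luminescence reports ATP generated from ADP (0.1 mM) and PEP (0.5 mM) by purified hPK-M2 after 1 h at room temperature, pH 7.2 imidazole buffer; intermediate enzyme activity allows detecting inhibitors and activators.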
Eya2 phos inh – qHTS Assay for Inhibitors of the Phosphatase Activity of Eya2 | 330,000 tested, 0.006% active | recombinant Eya2, OMFP fluorescence dephosphorylation (OMFP is methylfluorescein phosphate) | AID 488837, 2010 | Protein phosphatase EYA2 (Homo sapiens), O00167 | Potency, µM (doses to about 76.9 µM), without a hit: top-dose activity, negative = inhibition, actives largely listed as inhibitors; also: potency is read from the fitted curve at half-maximal effect
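Eya2 protein (added as 0.2 uM solution) was preincubated with compound for 10 min at ambient temperature in 50 mM HEPES pH 7.5, 50 mM NaCl, 5 uM MgCl2, 0.05% BSA, 1 mM DTT. OMFP (added at 50 uM) then reacted 10 min; fluorescence read at 485/525 nm.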
* hit, by the source's call; ? = inconclusive; . = no result given; & = joins results of further samples; [ ] = another dose, or the depositor's remark. Unless noted, calls follow the shape of the dose curve; as a rule, active = well fitted curve in the direction sought with a large enough effect; inconclusive = small, poorly fitted or top-dose-only effect, or another doubt; inactive = no such curve, though single readings can be large; an effect the other way counts as inactive or inconclusive. Unless noted, % is scaled to controls: 0 for no effect and ±100 for the full control effect. An unsorted share of the library. Share with any hit: about 2.4%.

Structure	GALK inh	Chronic BCR inh	KCNH2 3.1 block	B2AR arrestin	Eya2 phos inh	USP2a block	FBPA coupling cs	uPA surface inh	PKM2 act	Giardia killer	KCNH2 WT inh
COc1cc(C(=O)N/N=C/c2ccc(OC(=O)c3ccccc3Cl)c(OC)c2)ccc1O	-2%	?	-3	6.2%	-26%	-7%	0	-23%	-1%	13	9
COc1cc2cnc(CCCC#N)cc2cc1OC	.	-10%	-7	-1.0%	15%	0%	.	-6%	.	-6	2
CCOc1ccsc1C(=O)NNC(=O)c1ccco1	-4%	-10%	17	-0.6%	1%	-1%	.	-11%	1%	44[activator]	-13
Cc1ccc2c(Cn3cc(C(F)(F)F)cc(Cl)c3=O)cc(=O)oc2c1	2%	2%	.	-1.8%	2%	-1%	3	.	3%	.	.
COc1cccc(C(=O)N2CCCN(C)CC2)c1OC	-1%	0%	5	-0.6%	-3%	0%	-1	0%	-6%	-25	3
C/C(=N\NC(=O)Cn1nnc2ccccc21)c1ccco1	2%	6%	2	0.2%	-4%	2%	4	-7%	9%	33[activator]	-6
COC(=O)c1ccc2c(=O)n(CCCCCC(=O)NCc3ccccc3)c(=O)[nH]c2c1	0%	?	-1	-1.6%	14%	1%	1	-5%	-4%	-5	-3
CN(C)S(=O)(=O)c1cccc(C(=O)N2CCN(Cc3ccccc3)CC2)c1	0%	1%	-6	0.2%	-13%	2%	2	-1%	0%	5	0
CCN(CC)S(=O)(=O)c1ccc2nc(COC(=O)c3n[nH]c4ccccc34)[nH]c2c1	-1%	0%	4	-0.1%	6%	1%	1	-3%	1%	7	0
COCCN=C1N[C@@H](c2ccc(Br)cc2)C(C(=O)OC)=C(C)N1Cc1ccccc1	.	?	-30	-0.2%&0.4%	7%&0%	2%&-2%	0&2	-13%	4%&-2%	1	44
COc1ccc(OC)c(NS(=O)(=O)c2cc(OC)ccc2OC)c1	1%	-1%	0	-0.5%	0%	4%	0	-10%	-4%	23	-3
COc1ccc(C(=O)Nc2ccc(C)cc2C(=O)c2ccccc2)c(OC)c1	0%	12%	-11	0.1%	-7%	4%	2	0%	2%	3	-9
Cc1ccnc(NC(=O)C2CCN(S(=O)(=O)c3ccc(C)c(C)c3)CC2)c1	.	9%	20	-0.4%	12%	0%	.	5%	.	2	3
COc1ccc(CCNC(=O)C2CCN(S(=O)(=O)c3ccc(NC(C)=O)cc3)CC2)cc1OC	.	0%	19	-0.4%	-2%	0%	2	0%	.	-16	3
O=C(O)c1ccc(-n2cccc2)cc1O	0%	?	6	-0.1%	16%	1%	10	-4%	-1%	-14	3

Structure	GALK inh	Chronic BCR inh	KCNH2 3.1 block	B2AR arrestin	Eya2 phos inh	USP2a block	FBPA coupling cs	uPA surface inh	PKM2 act	Giardia killer	KCNH2 WT inh
Cc1cccc(-n2ccnc2CN2CCN(C(C)C)C(CCO)C2)c1 (stereo not given)	-3%	-7%	-6	-0.9%	4%	9%	1	-3%	1%	3	-1
O=C(Nc1ccc2c(c1)OCO2)c1ccc(Br)c(S(=O)(=O)N2CCCC2)c1	0%	?	4	-1.0%	2%	-1%	-1	-1%	-19%	-12	-20
COc1ccc(C(=O)NCc2ccccc2)cc1S(=O)(=O)N1CCCc2ccccc21	-3%	22%	-7	0.1%	14%	-5%	-1	7%	-11%	-12	-4
CCN(CC(=O)Nc1ccccc1C(F)(F)F)C(=O)CCc1c(C)[nH]c(=O)c(C#N)c1C	-4%	-11%	13	-0.2%	10%	1%	1	-2%	-8%	-6	-3
O=C(CSc1nnc(CNC(=O)c2ccccc2F)o1)c1ccccc1	0%	10%	1	0.2%	14%	1%	-1	1%	6%	5	-5
Cc1cccc(NC(=O)c2nc[nH]c2C(=O)N[C@@H](C)C(=O)OCc2ccccc2)c1	4%	4%	-16	3.2%	-25%	0%	-1	-8%	0%	8	-16
CC12CCC(C(=O)NNc3ccc([N+](=O)[O-])cc3)(CC1=O)C2(C)C (stereo not given)	1%	2%	-8	-1.3%	1%	1%	3	4%	1%	14	0
O=C(c1cc(-c2ccccc2Cl)on1)N1CCCC1	7%	?	24	-1.0%	?	1%	0	-10%	.	-11	1
Cc1ccnc(NS(=O)(=O)c2ccc(NC(=O)CSc3nc(-c4ccccc4)cc(=O)[nH]3)cc2)n1	0%	?	7	0.2%	1%	2%	5	-21%	15%	17	5
O=C(COC(=O)C1CC(=O)N(CCc2ccccc2)C1)c1ccc[nH]1 (stereo not given)	.	-2%	3	0.0%	12%	1%	.	4%	.	-15	1
Cc1cc(C)c(S(=O)(=O)NCCOc2ccccc2)c(C)c1-n1cnnn1	2%	2%	6	0.0%	-24%	-6%	2	-6%	-7%	-7	-8
O=C1NC(=Nc2ccccc2)S/C1=C\c1cccn1-c1ccccc1	-2%	?	-24	-0.6%	-18%	-5%	0	-16%	-13%	-21	0
Cc1cccc(-c2nnc(SCC(=O)N3CCOCC3)o2)c1	-1%	3%	9	0.0%	7%	7%	0	1%	.	-28	3
O=c1cc(O)c2ccc(O)cc2o1	3%	-17%	2	0.1%	-13%	0%	0	7%	0%	-16	-8
CCN1C(=NCCOC)N[C@@H](c2cccc(C(F)(F)F)c2)C(C(=O)OC)=C1C	.	0%&0%	9	0.1%&-0.1%	-3%&-6%	0%&-1%	-5	-16%	0%	-16	13

Structure	GALK inh	Chronic BCR inh	KCNH2 3.1 block	B2AR arrestin	Eya2 phos inh	USP2a block	FBPA coupling cs	uPA surface inh	PKM2 act	Giardia killer	KCNH2 WT inh
Cc1ccc(NC(=O)Nc2cccc3ccccc23)cc1	4%	?	11	-0.2%	1%	3%	.	-5%	-5%	6	-15
FC(F)(F)c1ccc(N2CCN(Cc3ccc4c(c3)OCO4)CC2)nc1	0%	-3%	-40	-0.5%	0%	-2%	3	-12%	4%	71[activator]	6
O=C(Nc1nnc(SCc2ccc(F)cc2)s1)c1ccc2ncsc2c1	-9%	?	-15	-1.7%	-2%	-2%	3	6%	1%	-23	-11
CC(C)CNC(=O)c1cccc(NC(=O)c2ccc(Cl)c([N+](=O)[O-])c2)c1	1%	0%	-4	-0.3%	1%	1%	0	-9%	12%	-2	-1
CC(=O)c1ccc(NC(=O)C2CCCN2S(=O)(=O)c2ccc(C)cc2)cc1 (stereo not given)	-1%	2%	2	-0.1%	-2%	2%	-3	-12%	-3%	-4	10
O=C(COC(=O)/C=C/c1ccc(F)cc1)NC1CCCCCC1	.	2%	-17	-0.2%	3%	4%	.	2%	.	-2	2
COc1cc([N+](=O)[O-])ccc1NC(=O)CCCOc1ccccc1	-2%	?	12	-0.8%	-11%	0%	3	2%	0%	-3	-13
CC(CNS(=O)(=O)c1ccc(Cl)cc1)n1cncn1 (stereo not given)	0%	0%	17	0.2%	0%	-1%	3	5%	1%	7	3
COc1cccc(CNC(=O)c2ccccc2N)c1	-1%	1%	-2	0.0%	9%	0%	3	0%	10%	4	-17
O=C(CN1CCN(C(=O)c2ccco2)CC1)Nc1ccc(F)cc1F	0%	?	6	-0.2%	-6%	0%	5	-3%	7%[0.46 µM]	5	2
CN1CCN(CCCNC(=O)c2ccc(NC(=O)C3=CSCCO3)cc2)CC1	0%	-2%	21	0.5%	-3%	2%	.	14%	.	3	-17
C/C(=N/NC(=O)CC(=O)N/N=C(\C)c1ccc([N+](=O)[O-])cc1)c1ccc([N+](=O)[O-])cc1	4%	-7%	-14	-0.2%	4%	5%	2	3%	-1%	16	11
Cc1cc(C)n2nc(CC(=O)NC3CCCCCC3)nc2n1	3%	2%	6	-0.2%	-10%	0%	0	14%	1%	-6	-42

Bioassay records from PubChem.
